RTF Ca sens inh – cardiac RTF calcium desensitization; AID 493244; 340,000 compounds, 0.12% hits; P19429+P45379; inhibition, % at 7.15 µM; IANBD-labeled cardiac RTF, Ca2+ fluorescence;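 active = inhibition above the mean inhibition of all tested compounds plus 3 SD, cut at about 17% in these data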;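 note: assay run at fixed EC70 calcium of 1.6 mM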
Arr AP2 block – blocks beta-arrestin peptide binding to AP2 adaptin; FITC-arrestin peptide / GST-AP2 beads, flow cytometry; AP2 beta2 appendage carries R879A mutation; inhibition, % at 10 µM; 340,000 compounds, 0.31% hits;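 active = inhibition above a set limit, near 3 SD of compounds lacking own fluorescence, cut at about 54% in these data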;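 note: plate controls were DMSO wells for no effect and 5 µM unlabelled arrestin peptide for full effect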
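System: GST-AP2 R879A glutathione beads; medium: PBS, Tween 20 0.05%, BSA 0.1%; reagent: fluorescein-tagged arrestin peptide at 50 nM final; schedule: pre-incubation 12 min, peptide binding 1 h, room temperature; detection: flow cytometry, FL1 (488/535 nm); read-out: inhibition as reduced fluorescein signal on beads, percent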
NSD2 inh – inhibitors of human histone methyltransferase NSD2; AID 743445; inhibition, % at 12.5 µM; NSD2 peptide methylation, AlphaScreen, 120 min; 310,000 compounds, 0.54% hits; O96028; in the data active = inhibition above about 50%
DAGLB inh – blocks human DAGLB lipase activity; HEK293T DAGLB membrane lysate, EnzChek fluorogenic substrate; inhibition, % at 5.17 µM; 340,000 compounds, 0.059% hits; Q8NCG7; AID 504411; in the data active = inhibition above about 34%;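 note: 0% = enzyme with vehicle and 100% = wells lacking enzyme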
CAL PDZ FP-1 – blocks peptide binding to the human CAL PDZ domain; purified CAL PDZ, TMR-peptide fluorescence polarization, 1 h; inhibition, % at 24.9 µM; 300,000 compounds, 0.92% hits; AID 602252;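 active = mean inhibition of at least 30% with at least half of replicates also reaching 30%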;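 note: 0% = DMSO neutral control and 100% = excess unlabeled competitor peptide PRC23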
LANA DNA inh – inhibitors of KSHV LANA C-terminal domain DNA binding | MBP-C-LANA/FAM-LBS DNA binding, fluorescence polarization | inhibition, % at 9 µM | 340,000 compounds, 0.078% hits;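 active = highest replicate inhibition at or above 60% at 9 µM, even if other replicates fall short; inactive = all replicates below 60% inhibition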;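 note: 0% = neutral control wells and 100% = 4 µM acridine orange control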
V-ATPase pHluor – regulators of yeast V-ATPase proton transport; S. cerevisiae, pHLuorin cytosolic pH fluorescence; response, % at 10 µM; 350,000 compounds, 0.37% hits; AID 504577; in the data active = response mostly above about 7.3%, no sharp cut-off; inactive = mostly below about 5.4%; note: actives read high; inactives centre near 0; some compounds called inactive have numbers as strong as hits
Keap1 Nrf2 FP – Keap1-Nrf2 (human) interaction inhibition | 340,000 compounds, 0.15% hits | Keap1 Kelch-Nrf2 peptide fluorescence polarization, 1536-well | inhibition, % at 9.4 µM; in the data active = inhibition above about 12%;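 note: human Keap1 Kelch domain with fluorescein labeled Nrf2 9mer peptide probe; 0% = neutral control wells and 100% = peptide positive control; higher means more block of Keap1 binding to Nrf2 peptide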
Target sequence (Q14145 whole entry, looked up, the tested form may be a part): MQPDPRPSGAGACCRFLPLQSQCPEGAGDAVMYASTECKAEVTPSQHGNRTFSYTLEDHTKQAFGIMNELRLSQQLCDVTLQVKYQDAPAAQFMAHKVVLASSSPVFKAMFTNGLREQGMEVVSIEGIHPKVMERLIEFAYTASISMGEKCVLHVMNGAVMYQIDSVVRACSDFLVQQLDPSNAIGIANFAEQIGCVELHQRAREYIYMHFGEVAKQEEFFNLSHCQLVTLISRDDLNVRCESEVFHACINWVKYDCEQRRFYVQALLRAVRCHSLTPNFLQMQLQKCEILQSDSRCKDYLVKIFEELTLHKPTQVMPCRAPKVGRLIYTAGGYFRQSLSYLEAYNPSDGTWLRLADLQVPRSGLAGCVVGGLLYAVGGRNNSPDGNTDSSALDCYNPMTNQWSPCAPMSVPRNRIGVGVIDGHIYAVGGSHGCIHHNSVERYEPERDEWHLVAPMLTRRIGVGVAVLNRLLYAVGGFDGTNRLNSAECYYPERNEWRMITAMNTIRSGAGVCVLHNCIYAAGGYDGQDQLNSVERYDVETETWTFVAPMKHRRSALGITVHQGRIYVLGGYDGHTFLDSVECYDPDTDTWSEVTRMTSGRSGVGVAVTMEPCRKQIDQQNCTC
Pemphigus Ab inh – inhibitors of pemphigus antibody binding to human desmoglein-3; 310,000 compounds, 0.48% hits; P32926; DSG3-coupled beads, scFv-anti-DSG3-GFP binding, flow cytometry; stronger effect = lower value; binding (percent of control), % at 10 µM;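 active = binding more than 3 SD below its plate's average and above zero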; note: some compounds called inactive have numbers as strong as hits
CAL PDZ FP-2 – inhibitors of human CAL PDZ peptide binding; purified CAL PDZ, TMR-peptide fluorescence polarization, 1 h; AID 504414; inhibition, % at 20 µM; 330,000 compounds, 0.02% hits; Q9HD26;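 active = highest replicate inhibition of at least 40%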;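 note: plate controls were DMSO neutral control wells for no effect and unlabeled competitor peptide control wells for full effect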
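Test system: purified CerCALP PDZ construct; Compound dosing: one concentration, 20 µM compound; Also added: TMR-labelled reporter peptide T*-PRC34 bound in PDZ groove; Read-out: inhibition from polarization loss; Controls: unlabelled peptide and DMSO controls; Signal: FP readout, S and P plane fluorescence; Incubation: 1 h at RT.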
An asterisk follows results filed as active; / = not tested or not shown.

#	canonical_smiles	RTF Ca sens inh	Arr AP2 block	NSD2 inh	DAGLB inh	CAL PDZ FP-1	LANA DNA inh	V-ATPase pHluor	Keap1 Nrf2 FP	Pemphigus Ab inh	CAL PDZ FP-2
1	COc1cccc(-c2cc(C(F)(F)F)n3ncc(S(=O)(=O)c4ccccc4)c3n2)c1	-2	1	0	2	-2	0.6	-6	2	95	-0.4
2	CSc1nc(NCCOCCO)c2sc3nc(-c4ccco4)c4c(c3c2n1)CCC4	-6	16	-1	3	66*	-1.6	-3	-4	106	0.1
3	O=C(Nc1nc2ccccc2n1CCN1CCCCC1)c1ccco1	-8	-29	36	-1	-1	-1.0	-2	-6	97	-2.8
4	COc1c(C)cc(Br)cc1C(=O)Nc1ccccc1C	9	13	-2	-18	1	0.5	0	1	98	-0.9
5	Cc1ccnc(SCCn2c(N3CCC(C)CC3)nc3c2c(=O)n(C)c(=O)n3C)n1	-4	21	-3	-3	-1	1.7	0	1	97	/
6	O=C(O)C1CCCCC1C(=O)Nc1ccc(S(=O)(=O)N2CCCC2)cc1 (stereo not given)	0	-11	0	-1	-2	0.3	1	2	94	-1.7
7	CCCCCCN1C(=O)C(O)=C(C(C)=O)C1c1ccc(Cl)cc1 (stereo not given)	2	-6	3	25	9	3.6	-4	0	/	/
8	CC[C@](C)(O)c1cc2ccccc2c(=O)o1	-4	-4	/	1	-1	0.5	0	-2	/	0.0
9	O=C(c1ccccc1)N1CCN(C(=O)c2ccc(OC(F)(F)F)cc2)CC1	1	-7	-1	2	6	1.8	2	-1	/	-2.6
10	O=C(Nc1ccc(Cl)cc1)Nc1cccc(C(=O)O)c1	/	-10	-1	/	-2	-1.0	0	-6	/	-4.3
11	Cc1cc(C(=O)COC(=O)C(C)NC(N)=O)c(C)n1Cc1ccco1 (stereo not given)	5	1	-2	-1	/	0.7	3	-4	105	-0.5
12	CCN(CC(=O)Nc1ccc(NC(C)=O)cc1)C(=O)c1cc(-c2ccccc2)nn1-c1ccccc1	5	-11	2	1	-3	-0.9	2	1	94	-1.2
13	N#C/C(=C\c1cc2c(cc1Br)OCO2)C(=O)NCC1CCCO1 (stereo not given)	-7	9	-4	2	/	1.0	-2	3	103	-0.9
14	CCOC(=O)CCC(NC(=O)c1ccc(NCN2C(=O)CCC2=O)cc1)C(=O)OCC (stereo not given)	-1	4	-2	-2	5	-1.6	1	-3	100	-2.3
15	CC(O)[C@H]1CC[C@H]2[C@@H]3CC[C@H]4C[C@@H](O)CC[C@]4(C)[C@H]3/C(=N/O)C[C@]12C (stereo not given in full)	2	0	/	5	0	1.9	0	2	99	-1.2
16	Cc1nc2ccc(N3C(=O)CCC3=O)cc2[nH]1	7	-10	0	0	1	-2.4	2	-4	102	-0.2
17	CC1(C)NC(=O)N(CCSc2ccc(Cl)cc2)C1=O	-3	-8	-6	-1	-9	0.8	4	-3	88	-0.6
18	Cc1cccc(CN2CCN(c3ccccn3)CC2)c1	0	-8	3	0	0	-1.2	0	-3	105	0.1
19	Cc1cccc(S(=O)(=O)N2CN(Cc3ccco3)c3nc4ccccc4nc32)c1	-15	1	0	-1	-4	4.2	0	-7	109	/
20	O=S(=O)(Nc1nc2ccccc2nc1Nc1ccc2c(c1)OCO2)c1ccccc1	7	-2	0	0	0	0.7	-2	-6	84	-2.8
21	O=S(=O)(NCC1CCCO1)c1ccc(Br)s1 (stereo not given)	-4	5	11	1	-2	-1.6	-1	-1	90	-0.7
22	COc1cc(/C=C2\SC(=O)NC2=O)ccc1Oc1ccc([N+](=O)[O-])cn1	-4	2	/	9	/	0.1	2	-5	119	0.2
23	CC(=O)C(Cc1ccccc1)(Cc1ccccc1)C(C)=O	-8	13	-3	-3	-3	2.0	0	2	111	-0.6
24	O=C(O)CC(C(=O)NC1CCCCC1)C1CCCO1 (stereo not given)	-6	7	2	2	-9	0.5	3	2	95	-0.1
25	COc1ccccc1-c1nc2c(c(SCC(=O)N3CCCCC3)n1)Cc1c(CO)cnc(C)c1O2	-3	-4	1	-2	-4	1.7	1	0	92	-5.6
26	COc1ccc(C2=Nn3c(nnc3-c3ccccc3F)SC2)cc1OC1CCCC1	-2	3	/	2	-9	1.2	-2	1	/	-9.1
27	Cc1nc(N2CCOCC2)sc1C(=O)NN	-2	-13	5	-10	-3	-1.5	-1	5	117	0.6
28	CCn1c(SCC(=O)NC2CC2)nnc1-c1ccccc1	/	/	-1	-4	/	/	0	/	102	/
29	CCCCNC(=O)C1CCCN(S(=O)(=O)CC)C1 (stereo not given)	4	4	0	-1	-3	-0.8	0	1	94	-1.8
30	CN(Cc1ccccc1)C(=O)c1oc(=O)c2ccccc2c1-c1ccccc1	-2	8	0	-1	0	0.6	1	-4	128	-2.1
31	O=C(Cc1ccccc1)NNC1=NS(=O)(=O)c2ccccc21	0	5	-4	2	2	-1.5	-1	-4	136	-0.2
32	COc1ccc(C(=O)OCC(=O)N2CCCC2=O)c(OC)c1	4	9	-2	3	0	-1.5	-1	4	94	-8.5
33	CCOC(=O)c1ccc(Nc2cc(C)nc3nc(C)nn23)cc1	-3	0	/	0	/	1.1	0	1	103	-0.6
34	COc1ccc(OCC(=O)Nc2ccc(S(=O)(=O)Nc3cc(C)nc(C)n3)cc2)cc1	-4	0	1	3	-3	0.8	4	-4	109	-0.9
35	O=C(COc1ccc2oc(-c3ccccc3)cc(=O)c2c1)Nc1ccccc1	-13	-2	1	-2	1	-0.4	0	-1	88	1.7
36	O=c1c2c3c(sc2ncn1/N=C/c1ccccc1)CCCC3	-5	8	-2	-5	-1	0.8	0	3	98	-0.7
37	O=C(O)CCc1ccc(S(=O)(=O)Nc2ccccc2N2CCCCC2)cc1	-13	-15	/	0	-7	-0.1	1	-8	/	-0.3
38	COc1ccccc1N1CCN(CC(=O)Nc2sccc2C#N)CC1	5	-14	2	-4	0	0.7	-2	-2	119	-1.6
39	CC(OC(=O)Nc1ccccc1)C(=O)OC1CCCCC1 (stereo not given)	0	13	6	-1	-5	-1.5	-2	-4	98	-0.1
40	OC1(c2ccccc2F)CCN(Cc2nnnn2CCc2ccccc2)CC1	-8	5	2	-1	-4	-1.0	2	1	101	-6.4
41	CN(C(=O)c1cccc(C#N)c1)c1nnc(C2CCOC2)s1 (stereo not given)	-1	3	10	-2	1	1.1	-4	0	100	-3.8
42	S=C(Nc1ccccc1)Nc1ccc(Cl)cc1Cl	7	11	-3	1	/	-0.7	-5	3	130	0.1
43	COc1ccccc1NS(=O)(=O)c1ccc2oc(=O)ccc2c1	-2	0	-2	1	-14	0.7	-1	-3	118	1.3
44	Cc1oc(-c2ccc(Cl)cc2)nc1CN1CCC(C(=O)N2CCN(Cc3ccccc3)CC2)CC1	-1	2	/	0	3	0.7	1	-5	124	-2.2
45	Cc1ccc(-c2csc(/C(C#N)=C/Nc3ccccc3SC(F)(F)F)n2)c(C)c1	-9	5	0	-3	0	1.1	2	2	88	-2.0
46	COc1ccc(CCNC(=O)CSc2ccsc2[N+](=O)[O-])c(OC)c1	2	6	1	3	-3	0.1	-4	-7	85	-2.2
47	O=C(CCCn1c(SCC(=O)NCCc2ccccc2)nc2ccccc2c1=O)NCC1CCCO1 (stereo not given)	0	18	/	-2	-2	-0.2	-1	1	98	-0.4
48	CCOC(=O)C1(Cc2cccc(F)c2)CCN(C(=O)c2ccoc2C)CC1	-1	-22	4	-1	/	0.6	-1	-8	107	0.7
49	COc1ccccc1/C=C/C(=O)NC(=S)N(C)C1CCCCC1	10	-19	/	-7	-5	1.7	10	-3	101	-0.6
50	COc1ccc(N2CCN(C(=O)c3cc4c(-c5cccc(OC)c5)nn(C)c4s3)CC2)cc1	-2	0	-10	1	0	-0.3	0	1	96	-2.1

Marked active in CAL PDZ FP-1 (from the list above):
No. | compound | Arr AP2 block | NSD2 inh | DAGLB inh | CAL PDZ FP-1 | LANA DNA inh | V-ATPase pHluor | Keap1 Nrf2 FP | Pemphigus Ab inh | CAL PDZ FP-2
2 | CSc1nc(NCCOCCO)c2sc3nc(-c4ccco4)c4c(c3c2n1)CCC4 | 16 | -1 | 3 | 66* | -1.6 | -3 | -4 | 106 | 0.1

The list continues.
#	canonical_smiles	RTF Ca sens inh	Arr AP2 block	NSD2 inh	DAGLB inh	CAL PDZ FP-1	LANA DNA inh	V-ATPase pHluor	Keap1 Nrf2 FP	Pemphigus Ab inh	CAL PDZ FP-2
51	O=C(Oc1ccc2c3c(c(=O)oc2c1)CCC3)c1ccco1	0	-9	-2	8	-27	-1.6	-5	-6	127	-2.2
52	CS(=O)(=O)N(CC(=O)N1CCc2ccccc2C1)c1cccc(Br)c1	-6	11	25	-2	-5	0.2	1	0	95	0.4
53	CCCc1ccc(S(=O)(=O)NCc2nnc(SC)n2C)cc1	-6	2	-2	0	0	1.4	1	-2	98	-2.2
54	COc1cc(NC(=O)c2ccc(Cl)cc2)c(OC)cc1NC(=O)CN1CCOCC1	5	-6	7	-3	-3	0.2	-1	4	98	-0.3
55	O=C(c1ccco1)N1CCN(c2cc(C(F)(F)F)nc3ncnn23)CC1	-2	10	-1	2	/	-0.2	2	-2	97	-0.6
56	COc1ccccc1OCCNC(=O)C(CCSC)NC(=O)COc1ccccc1 (stereo not given)	-6	4	0	-4	-3	0.2	10	0	102	-0.4
57	CC(C)NC(=O)COC(=O)c1cc(F)c(F)cc1Cl	7	-2	0	-3	1	0.5	1	0	102	-1.7
58	O=C(Nc1ccc(NC(=S)NC(=O)c2cccs2)cc1)c1ccccc1	-7	2	2	0	-2	2.2	-1	-8	98	0.6
59	C=C1c2cccc(OC)c2O[C@H](C(=O)OCC)[C@@H]1CC(CC)CCCC (stereo not given in full)	-1	1	/	-8	-4	3.5	0	2	101	-0.7
60	O=C(c1ccco1)N1CCN(C(=O)C2Cc3ccccc3CN2S(=O)(=O)c2ccc(F)cc2)CC1 (stereo not given)	0	0	-3	-2	1	1.1	-3	-2	108	-1.3
61	O=C1NCCCN1C1OC(CO)C(O)C1O (stereo not given)	/	/	6	-1	/	/	1	/	104	/
62	Cc1ccc(C(=O)NNC(=S)NC(=O)c2ccc(Cl)cc2Cl)cc1	-14	-13	-3	5	-4	-2.5	0	-8	126	-2.3
63	CCOCCc1nnc(NC(=O)CN2C(=O)c3ccccc3C2=O)s1	-2	4	-2	1	-4	1.4	1	-3	125	-1.0
64	C/C(=N\NC(=O)c1cc(C(C)(C)C)[nH]n1)C12CC3CC(CC(C3)C1)C2	8	1	2	0	4	-1.7	0	1	95	-2.7
65	CCC(Oc1ccccc1)C(=O)O/N=C(\N)c1ccc(OC)c(OC)c1 (stereo not given)	-6	11	-2	-8	-4	3.7	-2	-1	106	-0.3

Full records, quoted from the list. Order of screens: RTF Ca sens inh	Arr AP2 block	NSD2 inh	DAGLB inh	CAL PDZ FP-1	LANA DNA inh	V-ATPase pHluor	Keap1 Nrf2 FP	Pemphigus Ab inh	CAL PDZ FP-2
COc1ccccc1-c1nc2c(c(SCC(=O)N3CCCCC3)n1)Cc1c(CO)cnc(C)c1O2 is entered as -3	-4	1	-2	-4	1.7	1	0	92	-5.6
O=S(=O)(NCC1CCCO1)c1ccc(Br)s1 (stereo not given) is entered as -4	5	11	1	-2	-1.6	-1	-1	90	-0.7

An excerpt; rates above refer to the full screens.
